# G9a block: inhibitors of human histone lysine methyltransferase G9a. G9a H3K9 monomethylation, AlphaScreen, 2 h. Potency, µM (doses to about 102 µM), for inactives: at the highest dose activity, negative = inhibition, most hits filed as inhibitors. 350,000 compounds, 8.8% hits. AID 504332; note: % is set by controls: 0 for no effect and ±100 for the full control effect; nearly all actives have a fitted effect of over 75% in size
#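 Quantitative HTS format: methyltransferase activity on a biotin-tagged H3K9 peptide is measured by AlphaScreen, using a rabbit anti-monomethyl-H3K9 antibody with streptavidin donor and anti-IgG acceptor beads. Final levels are 20 nM enzyme, 500 nM peptide, 20 uM SAM; 2 h RT.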
# PGK inhibitor: T. brucei PGK inhibition; 380,000 compounds, 0.043% hits; Potency, µM (titrated, usually from 57.5 µM), for inactives: at the highest dose activity change, negative = inhibition, hits mostly inhibitors; P07378; PGK/GAPDH coupled, Kinase-Glo luminescence, 60 min; AID 602233; note: % is set by controls: 0 for no effect and ±100 for the full control effect; nearly all actives have a fitted effect of over 60% in size
# Target sequence (P07378 whole entry, looked up): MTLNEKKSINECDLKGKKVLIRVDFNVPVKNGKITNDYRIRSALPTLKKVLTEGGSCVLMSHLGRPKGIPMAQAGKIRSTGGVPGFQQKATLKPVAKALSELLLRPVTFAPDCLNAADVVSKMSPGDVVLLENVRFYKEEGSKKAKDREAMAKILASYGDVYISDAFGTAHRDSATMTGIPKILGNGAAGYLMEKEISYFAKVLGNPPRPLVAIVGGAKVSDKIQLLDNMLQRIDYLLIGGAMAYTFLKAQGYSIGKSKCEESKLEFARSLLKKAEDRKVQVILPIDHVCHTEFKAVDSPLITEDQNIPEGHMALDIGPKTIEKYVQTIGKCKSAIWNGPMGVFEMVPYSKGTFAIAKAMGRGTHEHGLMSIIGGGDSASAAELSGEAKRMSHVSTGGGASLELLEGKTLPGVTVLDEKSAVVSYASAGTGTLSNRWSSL
#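 Luminescent ATP detection (Kinase-Glo Plus) follows a 60-minute room-temperature incubation, with wells lacking PGK as controls. Buffer: 100 mM TEA (pH 7.6), 5 mM MgCl2, 0.01% Tween-20. Coupling enzyme GAPDH (100 nM final) supplies unstable 1,3-BPG in-well.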
# BLM helicase inh: Bloom syndrome helicase (human) inhibition; P54132; recombinant BLM DNA unwinding, fluorescence dequenching; Potency, µM (series often up to 56.1 µM), for inactives: top-dose activity change, negative = inhibition, actives largely listed as inhibitors; 350,000 compounds, 0.2% hits; AID 2528;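 note: plate controls were vehicle for no effect and no enzyme for full effect; nearly all actives have a fitted effect of over 35% in size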
# Pin1 inh: human Pin1 inhibition | Q13526 | Pin1 FP peptide displacement, HiFluor488, 10 min | Potency, µM (series often up to 115 µM), for the others: at the highest dose activity, negative = inhibition, most hits filed as inhibitors | 390,000 compounds, 0.009% hits; active = well fitted inhibition curve with a large enough effect in the polarisation, with a control signal flat, not every such curve was filed as active; inconclusive = small, poorly fitted or top-dose-only effect, or effect the other way, or a change in a side signal; inactive = no such curve, though single readings can be large or run the other way; the % refers to the polarisation; note: % is set by controls: 0 for no effect and ±100 for the full control effect
# Target sequence (Q13526 whole entry, looked up): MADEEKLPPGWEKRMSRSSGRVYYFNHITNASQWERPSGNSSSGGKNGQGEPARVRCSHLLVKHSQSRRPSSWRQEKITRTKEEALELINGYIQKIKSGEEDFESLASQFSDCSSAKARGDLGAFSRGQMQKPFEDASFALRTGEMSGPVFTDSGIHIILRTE
# POLI inh: inhibitors of human DNA polymerase iota | Q9UNA4 | Pol iota fluorescent replication assay, 10 min | Potency, µM (titrated, usually from 115 µM), for the others: at the top dose activity, negative = inhibition, usual class: inhibitors | 390,000 compounds, 1% hits | AID 588590
#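 Fluorescent replication assay read twice, at 0 min and 10 min after adding 50 nM (final) substrate. Enzyme (10 nM) and compounds were first incubated 15 min at room temperature; enzyme-free buffer wells were negative controls.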
# HP1b chromo inh: HP1-beta chromodomain-methylated histone interaction inhibition; 390,000 compounds, 0.56% hits; AlphaScreen HP1-beta / biotin-H3K9me3 peptide binding; Potency, µM (series often up to 114 µM), without a hit: top-dose activity change, negative = inhibition, hits mostly inhibitors; note: nearly all actives have a fitted effect of over 70% in size; inactives centre near 23
# Target sequence (P83916 whole entry, looked up): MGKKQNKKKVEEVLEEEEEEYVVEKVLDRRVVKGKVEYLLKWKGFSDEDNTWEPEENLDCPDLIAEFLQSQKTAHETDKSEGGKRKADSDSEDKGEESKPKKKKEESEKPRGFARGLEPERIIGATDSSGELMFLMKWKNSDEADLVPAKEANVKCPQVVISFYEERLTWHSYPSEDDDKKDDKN
#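 AlphaScreen: HP1-beta (50 nM) preformed 30 min with biotin-H3(1-18)K9me3 peptide (50 nM) in PBS pH 7.4, 0.01% Tween-20. Compound added for 30 min at RT, then streptavidin donor/nickel chelate acceptor beads (10 ug/mL) for 30 min.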
# BAZ2B inh: blocks human BAZ2B | Q9UIF8 | AlphaScreen BAZ2B-H3K14Ac peptide displacement | Potency, µM (titrated, usually from 114 µM), for inactives: top-dose activity change, negative = inhibition, most hits filed as inhibitors | 360,000 compounds, 4.4% hits; note: % is set by controls: 0 for no effect and ±100 for the full control effect; nearly all actives have a fitted effect of over 60% in size
#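 AlphaScreen luminescence quantifies BAZ2B engagement of H3K14Ac peptide; the protein and biotinylated peptide are both at 50 nM final, buffer PBS pH 7.4 with 0.01% Tween-20, all steps at room temperature.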
# JMJD2A Tudor inh: JMJD2A Tudor domain (human) inhibition. O75164. AlphaScreen JMJD2A-Tudor / H3K4me3 peptide binding. Potency, µM (top dose mostly 114 µM), for the others: at the top dose activity change, negative = inhibition, hits mostly inhibitors. 390,000 compounds, 4.4% hits. AID 504339; note: % is set by controls: 0 for no effect and ±100 for the full control effect; nearly all actives have a fitted effect of over 50% in size
# GLS inhibitor: glutaminase GLS (human) inhibition; O94925; GLS enzymatic activity, qHTS titration; Potency, µM (doses to about 45.5 µM), for the others: top-dose activity change, negative = inhibition, actives largely listed as inhibitors; 410,000 compounds, 0.21% hits; AID 624170; note: % is set by controls: 0 for no effect and ±100 for the full control effect
#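 Compounds were pin-transferred onto hKGA, after which L-glutamine (1 mM solution) and a detection mix of glutamate oxidase, HRP and Amplex Red were added. Initial and 30 min RT fluorescence reads were collected.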
# * hit, by the source's call; i = inactive; ? = inconclusive; · = not tested or not shown; [ ] = remark or other dose. Unless noted, calls come from the whole dose curve; as a rule, active = well fitted curve in the direction sought with a large enough effect; inconclusive = small, poorly fitted or top-dose-only effect, or another doubt; inactive = no such curve, though single readings can be large; an effect the other way counts as inactive or inconclusive. Potency is the fitted concentration of half-maximal effect.
No.	G9a block	PGK inhibitor	BLM helicase inh	Pin1 inh	POLI inh	HP1b chromo inh	BAZ2B inh	JMJD2A Tudor inh	GLS inhibitor	smiles
1	?	-9%	-2%	32%[activator]	6%	28%	-15%	-6%	-10%	CC(C)Nc1ccc(C(CC(N)=O)NC(=O)Cc2cccc3ccccc23)cc1[N+](=O)[O-] (stereo not given)
2	12%[59 µM]	-10%	-7%	5%	-11%	26%	4%	12%	3%	CC1Cc2cc(S(=O)(=O)N(Cc3ccccc3)C(C)C)ccc2N1C(=O)C1CCC1 (stereo not given)
3	-50%[59 µM]	i	-2%	2%	-3%	2%	0%	-24%	10%	COc1ccc(C(C)=O)cc1CN1C(=O)NC2(CCCCC2)C1=O
4	2%	-3%	-3%	3%	-7%	14%	-22%	-15%	-4%	CCOC(=O)C1(Cc2ccccc2)CCN(Cc2nccn2CC)CC1
5	8.9µM*	3.2µM*	85%[activator]	?	0.71µM*	?	16µM*	0.79µM*	7.1µM*	Cc1ccc(C)n1Cc1ccc(C(=O)O)cc1
6	?	-10%	-4%	24%	92%[activator]	24%	1%	-7%	9%	COc1c(N)c2ccccc2[nH]c1=O
7	43%	8%	-1%	-2%	77%[activator]	41%[activator]	4%	-7%	-8%	COc1cccc(C(=O)c2cc3cc(Cl)ccc3[nH]2)c1
8	10%[59 µM]	-3%	1%	2%	-4%	85%[activator]	10%	20%	-6%	Cc1ccc(N(C(=O)c2ccccc2Cl)C2=NC(C)CS2)c(C)c1 (stereo not given)
9	0%	-2%	1%	-4%	-1%	9%	23%	-13%	-5%	CCC1CCCCN1C(=O)COC(=O)c1ccc(S(=O)(=O)N2CCOCC2)cc1 (stereo not given)
10	·	3%	-1%	-2%	14%	23%	-4%	-5%	7%	O=C(NCc1ccco1)c1ccc2c(c1)OCCO2
11	?	-2%	1%	5%	12%	42%[activator]	-4%	-22%[11.4 µM]	-11%	O=C(NCCc1cccc(F)c1)[C@@H]1CSC2c3ccccc3C(=O)N21 (stereo not given in full)
12	17%[59 µM]	-2%	-2%	2%	3%	17%	5%	-3%	-5%	CCCOc1ccc(Br)cc1/C=N/NC(=O)c1cc(OC)c(OC)c(OC)c1
13	9%[59 µM]	-6%	1%	-1%	12%	29%[57 µM]	2%	11%	2%	COc1ccc(CCNC(=O)c2ccc3c(c2)nc2n3CCOC2)cc1OC
14	1%[59 µM]	-9%	2%	-8%	29%	41%	-2%	-22%	6%	Brc1ccc2c(c1)NC(c1cccnc1)=NC(c1ccccc1)=N2
15	16%	-10%	-2%	-10%	2%	42%[activator]	-7%	-9%	-6%	COc1ccc(C(=O)CSc2nc(C)cc(=O)[nH]2)cc1C
16	3%[59 µM]	-1%	-4%	18%	13%	-11%	4%	-12%	-8%	Cc1c(-c2nsc(NC(=O)c3ccc(Cl)cc3)n2)nnn1-c1ccc(C(C)C)cc1
17	?	0%	0%	-18%	-20%	-24%	?	-35%	-15%	COc1ccc(OC)c(C(=O)c2c(C)oc3cc([N+](=O)[O-])c(O)c([N+](=O)[O-])c23)c1
18	·	-4%	1%	7%	-3%	10%	?	?	4%	N=c1n(CCN2CCOCC2)c2ccccc2n1CC(=O)c1ccc(Cl)c(Cl)c1
19	-15%[59 µM]	-11%	1%	19%	128%[activator]	-17%	-1%	45µM*	-19%	Cc1ccc2nc(-c3ccc(NC(=O)COC(=O)c4ccc(=O)[nH]c4)cc3)sc2c1
20	-5%[12.7 µM]	2%	-4%	?	11%	53%[activator]	3%	-17%	-2%	Cc1ccc(S(=O)(=O)N2CCOCC2)cc1C(=O)NCc1ccc2c(c1)OCO2
21	?	-9%	0%	-3%	16%	14%	-34%	-26%	17%	Cc1ccc(-c2nc3ncccn3c2NC2CCCC2)o1
22	-1%[59 µM]	-2%	-4%	16%	59%[activator]	38%[activator]	3%	0%	-7%	CCOC(=O)c1c(NC(=O)COc2cccc(C)c2C)sc2c1CCC(CC)C2 (stereo not given)
23	·	i	·	?	1%	24%	·	-26%	-4%	CC[C@]12c3[nH]c4ccc(Cl)cc4c3CCN1C(=O)[C@@H](CC(=O)NCCC1=CCCCC1)C[C@@H]2C(=O)N1CCN(C(=O)c2ccco2)CC1
24	6%	-9%	-5%	-7%	49%[activator]	35%	·	-8%	4%	Cc1ccc(SCCC(=O)Nc2cc(C)on2)cc1
25	·	2%	-5%	?	-14%	64%[activator]	14%	8%	10%	Cc1cccc(C)c1OCc1cc(C(=O)N2CCCC2c2nonc2C)no1 (stereo not given)
26	-2%[59 µM]	i	0%	-10%	-2%	17%	-14%	-5%	3%	O=C(CCC(=O)NC1CCCCCCC1)Nc1nnc(C(F)(F)F)s1
27	20%[59 µM]	-8%	-5%	5%	-3%	72%[activator]	5%	31%	-2%	Cc1ccccc1OCc1nc2c3c(ncn2n1)-c1ccccc1CC31CCCC1
28	-3%	3%	0%	-5%	56%[activator]	23%	4%	2%	9%	CC(C)C(NC(=O)c1ccc(C(C)(C)C)cc1)C(=O)N1CCCC1 (stereo not given)
29	-1%	-1%	1%	-6%	41%[activator]	16%	-3%	-7%	-6%	CNC(=O)C(=O)Nc1cc2c3c(c1)CCN3C(=O)CC2
30	21%	-3%	-4%	6%	15%	11%	-1%	-8%	-15%	CCc1ccccc1NC(=O)C1CCCN(c2nccc(C)n2)C1 (stereo not given)

# With a hit mark in GLS inhibitor (from the list above):
No.	G9a block	PGK inhibitor	BLM helicase inh	Pin1 inh	POLI inh	HP1b chromo inh	BAZ2B inh	JMJD2A Tudor inh	GLS inhibitor	smiles
5	8.9µM*	3.2µM*	85%[activator]	?	0.71µM*	?	16µM*	0.79µM*	7.1µM*	Cc1ccc(C)n1Cc1ccc(C(=O)O)cc1

# (listing goes on)
No.	G9a block	PGK inhibitor	BLM helicase inh	Pin1 inh	POLI inh	HP1b chromo inh	BAZ2B inh	JMJD2A Tudor inh	GLS inhibitor	smiles
31	·	7%	0%	2%	-18%	18%	?	-24%	-1%	O=C(NC12CC3CC(CC(C3)C1)C2)c1ccc([N+](=O)[O-])o1
32	13%[12.7 µM]	-3%	-1%	?	10%	7%	0%	-1%	-8%	O=C(NCc1cccs1)c1nn2cccnc2c1Cl
33	3%[12.7 µM]	-1%	·	10%	22%	47%[activator]	18%	20%	-8%	Cc1ccc(SCC(=O)OC(C)C(=O)NCc2ccccc2)cc1C (stereo not given)
34	8%[59 µM]	-6%	-1%	-4%	16%	26%	2%	-6%	-15%	CCc1cccc(NC(=O)C2CCC(CNS(=O)(=O)c3csc(C(N)=O)c3)CC2)c1 (stereo not given)
35	-24%	-1%	-2%	-21%	33%[activator]	42%[activator]	6%	-13%	-2%	Cc1ccc(S(=O)(=O)CCC(=O)Nc2ccccc2Cl)cc1
36	0%[59 µM]	-1%	-4%	-1%	-5%	30%	-28%	4%	-3%	COc1ccc(NC(=O)C2CCC(N3C(=O)C4C5C=CC(C5)C4C3=O)CC2)cc1 (stereo not given)
37	?	-3%	-3%	-3%	-15%	46%[activator]	10%	-3%	2%	CCn1cc(SCC(N)=O)c2ccccc21
38	-5%[59 µM]	6%	-16%	6%	89µM*	17%	·	-16%	1%	COc1ccc(N(CC(=O)Nc2cc(OC)cc(OC)c2)S(=O)(=O)c2c(C)noc2C)cc1
39	?	-11%	4%	3%	9%	48%[activator]	-17%	-17%	17%	Oc1ccc(-c2cn3ccccc3n2)cc1
40	?	-3%	-21%	3%	?	4%	?	-34%	10%	Cc1ccc2nc(SCC(=O)NC(=O)NCc3ccco3)[nH]c2c1
41	-14%	-4%	0%	4%	?	27%	-35%	-2%	6%	O=S(=O)(c1ccccc1)N1N=C(c2cccs2)CC1c1ccc(Br)cc1 (stereo not given)
42	18%[59 µM]	i	-7%	?	14%	46%[activator]	12%	7%	4%	Cc1ccc(S(=O)(=O)c2c(C)nn(C(C)(C)C)c2OC(=O)C2CCCC2)cc1

# An excerpt of these results, with values under each structure.
# Sequence of screens – G9a block | PGK inhibitor | BLM helicase inh | Pin1 inh | POLI inh | HP1b chromo inh | BAZ2B inh | JMJD2A Tudor inh | GLS inhibitor
42. Cc1ccc(S(=O)(=O)c2c(C)nn(C(C)(C)C)c2OC(=O)C2CCCC2)cc1
 : 18%[59 µM] | i | -7% | ? | 14% | 46%[activator] | 12% | 7% | 4%
39. Oc1ccc(-c2cn3ccccc3n2)cc1
 : ? | -11% | 4% | 3% | 9% | 48%[activator] | -17% | -17% | 17%

# Structures above that have fluorine, in the order listed:
No.	G9a block	PGK inhibitor	BLM helicase inh	Pin1 inh	POLI inh	HP1b chromo inh	BAZ2B inh	JMJD2A Tudor inh	GLS inhibitor	smiles
11	?	-2%	1%	5%	12%	42%[activator]	-4%	-22%[11.4 µM]	-11%	O=C(NCCc1cccc(F)c1)[C@@H]1CSC2c3ccccc3C(=O)N21 (stereo not given in full)
26	-2%[59 µM]	i	0%	-10%	-2%	17%	-14%	-5%	3%	O=C(CCC(=O)NC1CCCCCCC1)Nc1nnc(C(F)(F)F)s1

# Fetched one by one from above (three):
No.	G9a block	PGK inhibitor	BLM helicase inh	Pin1 inh	POLI inh	HP1b chromo inh	BAZ2B inh	JMJD2A Tudor inh	GLS inhibitor	smiles
33	3%[12.7 µM]	-1%	·	10%	22%	47%[activator]	18%	20%	-8%	Cc1ccc(SCC(=O)OC(C)C(=O)NCc2ccccc2)cc1C (stereo not given)
39	?	-11%	4%	3%	9%	48%[activator]	-17%	-17%	17%	Oc1ccc(-c2cn3ccccc3n2)cc1
36	0%[59 µM]	-1%	-4%	-1%	-5%	30%	-28%	4%	-3%	COc1ccc(NC(=O)C2CCC(N3C(=O)C4C5C=CC(C5)C4C3=O)CC2)cc1 (stereo not given)

# Screening data from PubChem.

# Some of the compounds tested; the hit share may differ from the screen's.
